NR1D1 modulator – modulators of Rev-erb alpha DNA binding, primary screen, biochemical, FITC-DNA, fluorescence polarization, uHTS; Rev-erbα–FITC-DNA binding, 90 min; activity, % at 10 µM; actives 0.79% (n = 370,000);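 active = activity above about 14%, limit read from the data; passing the limit was not always enough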;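 also: 0% = DMSO wells with 35 nM protein and 100% = DMSO wells with 750 nM protein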
hcDAF-12 act – H. contortus DAF-12 nuclear receptor activators, primary screen, cell-based, luminescence, HEK293, lit1-tk-luc reporter | HEK293 hcDAF-12 lit1-tk-luc reporter; 0% DMSO, 100% Δ7-dafachronic acid | activation, % at 6.8 µM | actives 1.4% (n = 370,000) | AID 652067, 2013;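 active = activation above the mean of all tested compounds plus 3 SD, cut at about 5.5% in these data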;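 also: 100% = response to 3 µM Δ7-dafachronic acid high control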
GAA850 FXN act – FXN promoter activators, primary screen, cell-based, luciferase luminescence, HEK293 lucGAA850. HEK293 lucGAA850 FXN promoter luciferase reporter, 24 h; percent of 10 µM SAHA response. activation, % at 6 µM. actives 0.56% (n = 360,000);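 active = activation above the average of all compounds screened plus 3 SD, cutoff fixed separately per campaign, cut at about 7.5% in these data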;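 also: 0% = DMSO wells and 100% = 10 µM SAHA wells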
HGIII-sPLA2 inh – human group III sPLA2 inhibitors, primary screen, biochemical, QFRET, BODIPY PC-A2 liposome substrate; Group 3 secretory phospholipase A2 (Homo sapiens), Q9NZ20; QFRET BODIPY PC-A2 liposome hydrolysis, fluorescence; inhibition, % at 12.2 µM; actives 0.56% (n = 370,000); AID 743126, 2013;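 active = inhibition above mean plus 3 SD of compounds lying within the high and low control bounds, cut at about 19% in these data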;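 also: 0% = median of test compound wells and 100% = no enzyme DMSO wells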
SMARCA2 act – SMARCA2 (BRM) function activators, primary screen, cell-based, luminescence, high throughput; MG213 cells, MMTV-luciferase reporter, dexamethasone, overnight; activation, % at 9.1 µM; actives 1% (n = 370,000); in the data active = activation above about 7.8%;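 also: 0% = vehicle wells and 100% = reference activator wells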
PG9 binder – binders of HIV-1 gp120 antibody PG9, primary screen, biochemical, TR-FRET; HIV-1 gp120 / PG9 antibody interaction; TR-FRET gp120-PG9 antibody binding; inhibition, % at 6.7 µM; actives 0.43% (n = 360,000); in the data active = inhibition above about 8.5%
DAX1 inh-1 – DAX1 (NR0B1) inhibitors on StAR promoter, primary screen, cell-based, luminescence, SF-1 (NR5A1), full-length DAX-1; HEK293T StAR-luciferase reporter, SF-1/DAX-1 repression relief; inhibition, % at 6.8 µM; actives 1.1% (n = 370,000); AID 652010, 2013;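 active = inhibition above the mean over all tested compounds plus 3 SD, cut at about 3.6% in these data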;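 also: 0% = DAX-1 cells with DMSO and 100% = cells lacking DAX-1 with DMSO; higher inhibition means more luminescence from relief of DAX-1 repression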
ssDAF12 agonist – S. stercoralis DAF-12 nuclear receptor activators, primary screen, cell-based, luminescence, HEK293, GRIP1 co-expression, lit1-tk-luc | activation, % at 6.8 µM | Nuclear hormone receptor DAF-12 (Strongyloides stercoralis) | HEK293 ssDAF-12/GRIP1 lit1-tk-luc reporter; % of 3 µM dafachronic acid response | actives 1% (n = 370,000);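 active = activation above the mean over all tested compounds plus 3 SD, cut at about 0.9% in these data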;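 also: 0% = DMSO-only wells and 100% = 3 µM delta7-dafachronic acid wells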
hgDAF-12 ag – H. glycines DAF-12 receptor agonists, primary screen, cell-based, luminescence, HEK293, GAL4 fusion, UAS-luciferase; Nuclear hormone receptor DAF-12 (Heterodera glycines), GAL4 fusion; HEK293 GAL4-hgDAF12 UAS-luciferase reporter, agonist luminescence; normalized to butyrate control; activation, % at 6.8 µM; actives 1.8% (n = 370,000); AID 687014, 2013;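 active = activation above a cutoff set at the mean of all screened compounds plus 3 SD, cut at about 10% in these data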;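 also: 0% = DMSO wells and 100% = sodium butyrate wells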
DAX1 inh-2 – DAX1 (NR0B1) inhibitors, primary screen, cell-based, HEK293, Gal4-DAX1, luciferase luminescence | Nuclear receptor subfamily 0 group B member 1 (Homo sapiens), P51843 | HEK293 Gal4-DAX1 luciferase reporter | inhibition, % at 6.75 µM | actives 0.99% (n = 340,000) | AID 504766, 2011;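 active = inhibition above the mean over all tested compounds plus 3 SD, cut at about 4.2% in these data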;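 also: 0% = DAX1-transfected cells with DMSO and 100% = empty-vector control cells with DMSO; inhibition shows as a rise in luminescence from relieved DAX1 repression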
PLCb3 inh – human PLC-beta3 inhibitors, primary screen, biochemical, fluorescence | 1-phosphatidylinositol 4,5-bisphosphate phosphodiesterase beta-3 (Homo sapiens), Q01970 | inhibition, % at 12.2 µM | actives 0.18% (n = 370,000) | Purified PLC-beta3, fluorogenic substrate | AID 720704, 2013; in the data active = inhibition above about 11%;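 also: 0% = median of compound wells on plate and 100% = full blocker control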
Target sequence (Q01970 whole entry, looked up): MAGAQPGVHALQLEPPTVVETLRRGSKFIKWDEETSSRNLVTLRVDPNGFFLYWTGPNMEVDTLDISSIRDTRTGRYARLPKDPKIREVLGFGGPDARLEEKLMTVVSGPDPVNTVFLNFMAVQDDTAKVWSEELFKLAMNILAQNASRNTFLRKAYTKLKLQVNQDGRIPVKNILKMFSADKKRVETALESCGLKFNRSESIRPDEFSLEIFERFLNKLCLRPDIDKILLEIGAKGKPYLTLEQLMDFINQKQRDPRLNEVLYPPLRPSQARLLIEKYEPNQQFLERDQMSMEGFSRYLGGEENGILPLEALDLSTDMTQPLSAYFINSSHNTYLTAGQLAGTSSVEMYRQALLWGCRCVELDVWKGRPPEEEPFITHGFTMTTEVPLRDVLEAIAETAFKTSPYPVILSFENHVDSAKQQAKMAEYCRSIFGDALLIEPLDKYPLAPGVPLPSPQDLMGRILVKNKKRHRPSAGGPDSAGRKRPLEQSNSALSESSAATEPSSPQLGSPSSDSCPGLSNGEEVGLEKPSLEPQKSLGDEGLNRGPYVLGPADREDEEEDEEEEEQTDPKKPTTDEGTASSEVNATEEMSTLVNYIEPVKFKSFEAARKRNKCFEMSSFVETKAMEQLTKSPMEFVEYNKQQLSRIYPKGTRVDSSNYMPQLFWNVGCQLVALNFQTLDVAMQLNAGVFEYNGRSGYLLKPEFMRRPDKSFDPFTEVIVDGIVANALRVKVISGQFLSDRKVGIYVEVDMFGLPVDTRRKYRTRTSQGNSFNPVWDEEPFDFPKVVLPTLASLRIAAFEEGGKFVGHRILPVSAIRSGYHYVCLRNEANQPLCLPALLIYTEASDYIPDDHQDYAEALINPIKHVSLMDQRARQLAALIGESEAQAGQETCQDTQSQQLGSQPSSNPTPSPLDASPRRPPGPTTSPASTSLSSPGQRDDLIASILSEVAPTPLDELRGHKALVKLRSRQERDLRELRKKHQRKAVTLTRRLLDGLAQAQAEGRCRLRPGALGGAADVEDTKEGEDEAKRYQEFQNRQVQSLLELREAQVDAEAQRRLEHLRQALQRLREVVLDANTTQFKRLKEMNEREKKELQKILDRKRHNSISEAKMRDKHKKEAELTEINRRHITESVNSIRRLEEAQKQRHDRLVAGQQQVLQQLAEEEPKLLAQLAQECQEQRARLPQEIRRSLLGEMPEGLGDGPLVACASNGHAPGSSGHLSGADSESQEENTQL
Numbers without * were called inactive; / = not tested or not shown. Rows were taken by chance (roughly 7% active in at least one column).

No.	molecule	PG9 binder	hcDAF-12 act	GAA850 FXN act	ssDAF12 agonist	SMARCA2 act	PLCb3 inh	NR1D1 modulator	HGIII-sPLA2 inh	DAX1 inh-1	DAX1 inh-2	hgDAF-12 ag
1	FC(F)(F)c1cccc(CNC2CCN(Cc3ccccc3)CC2)c1	0.3	0.0	-1.2	-1.1	-1.3	4.1	0.0	5.5	0.8	2.7	-2.4
2	CC(CN1CCCCC1)OC(=O)c1ccccc1Cl (stereo not drawn)	1.5	-1.8	-0.5	-1.7	0.9	-0.5	2.1	5.5	-0.4	0.4	-0.1
3	O=C(C1=C[C@@H](c2ccc(Br)cc2)C[C@@H](OCCCCO)O1)N1CCOCC1	-1.5	-1.4	1.3	-1.8	2.1	-0.8	-0.4	-3.6	1.2	1.1	-0.2
4	OCc1ccc(-c2ccc3nccn3c2)cc1	-3.2	0.4	0.3	-0.6	3.1	-22.9	-3.6	7.8	1.4	/	8.6
5	CCOc1ccc(Cl)cc1S(=O)(=O)N1CCC(C(=O)NCC2CCCO2)CC1 (stereo not drawn)	-1.9	0.7	1.4	-1.0	-1.9	-3.6	-3.8	-4.3	-0.1	0.1	1.0
6	COc1ccc(C2C(C(=O)NCC3CCCO3)CCC(=O)N2c2ccc3c(c2)OCO3)cc1 (stereo not drawn)	2.2	-1.4	0.4	-1.5	0.8	-3.4	2.2	3.6	1.0	4.4*	-2.2
7	Cc1ccc(-c2ocnc2C(=O)Nc2nc(C)cs2)cc1	0.9	1.4	3.7	1.9*	1.6	-16.9	-3.3	2.5	1.6	5.4*	3.7
8	Nc1nc(Cl)cc(Oc2ccc([N+](=O)[O-])cc2)n1	0.5	0.4	0.0	-1.5	-1.4	-8.0	2.5	8.2	-0.2	0.6	1.0
9	O=C1C[C@H](c2ccc3ccccc3c2)N=C2N1/C(=C\c1ccccc1)[C@@H](c1ccccc1C(F)(F)F)N2Cc1ccc2c(c1)OCO2	/	2.2	/	-1.6	/	3.4	3.5	0.2	/	/	5.5
10	CCN(CC(=O)NCc1ccc(Cl)cc1)C(=O)c1cc2ccccc2o1	-1.7	-2.2	0.5	-1.5	1.6	-4.9	-0.1	0.6	-0.2	-0.6	-1.3
11	CN1CCc2c(sc3c2C(=O)NC(c2cccc(OC(=O)c4cccs4)c2)N3)C1 (stereo not drawn)	-1.7	4.9	4.7	-1.5	14.0*	-107.2	-0.4	-3.0	2.5	2.3	7.9
12	O=C(Cn1cnc2c(nnn2Cc2ccc(F)cc2)c1=O)Nc1ccc2c(c1)OCCO2	-0.9	0.5	-1.5	-0.7	-2.2	-3.6	-5.1	2.3	-0.4	0.3	-0.5
13	O=C(CCNC(=O)c1ccc(Br)cc1)Nc1ccc(S(=O)(=O)Nc2ncccn2)cc1	-2.3	-1.0	-1.9	-1.1	-0.1	-12.0	2.0	-17.8	2.1	0.9	-1.3
14	COc1ccc(-c2noc(CCC(=O)N3CCN(c4ccccc4Br)CC3)n2)cc1	0.7	-0.9	-0.1	0.1	-0.7	-7.5	-2.2	-11.4	1.6	0.7	0.0
15	CC12CCC(C(NC(=S)NN)C1=O)C2(C)C (stereo not drawn)	-3.0	1.1	-3.1	-1.3	-0.6	7.0	-1.0	0.8	-0.1	-0.4	0.5
16	OC(CN1CCOCC1)Cn1c2ccccc2c2ccccc21 (stereo not drawn)	-0.1	-2.3	1.2	-0.1	-0.5	-2.3	15.2	1.6	0.3	-0.6	-0.2
17	O=C(CC1OC(=O)c2ccccc21)Nc1cccc(S(=O)(=O)N2CCCCCC2)c1 (stereo not drawn)	-2.4	1.1	0.5	-1.1	-2.8	-18.3	11.9	-15.7	-2.2	-0.4	-1.4
18	CCS(=O)(=O)c1ccc(O)c(N2C(=O)C3C4C=CC(C4)C3C2=O)c1 (stereo not drawn)	-0.3	0.0	-1.1	-0.8	1.5	0.9	3.1	9.7	0.1	-0.4	1.2
19	O=C(c1c(Cl)nc2sccn12)N1CCCc2ccccc21	-0.1	-0.1	0.1	-0.5	-2.8	3.9	-0.3	6.4	0.1	-1.4	-2.1
20	O=C1CCC(=O)N1c1cccc(-c2nc3ccccc3o2)c1	0.1	-1.3	-2.2	-1.4	3.0	3.6	-1.2	3.4	-0.2	3.6	-0.8
21	O=C(Nc1ccc(Cl)cc1)C1CCCN(C2=NS(=O)(=O)c3ccccc32)C1 (stereo not drawn)	2.2	-1.9	0.3	-0.7	0.5	-5.7	-3.5	-1.0	1.0	-1.3	-0.3
22	Cc1cccc(Nc2nc(CC(=O)O)cs2)c1	0.3	1.8	-0.1	-0.4	1.3	-2.8	7.8	-0.2	-0.2	0.8	4.4
23	CC1(C)Cc2cccc(OCC(=O)Nc3ccccc3F)c2O1	0.1	0.9	1.6	-1.0	-0.5	-7.6	-2.3	-6.0	0.6	0.8	-1.2
24	Cc1ccc(NC(=O)c2ccc(S(=O)(=O)NCc3cccnc3)cc2)cc1C	0.0	-1.2	1.4	-1.1	0.3	-5.5	1.4	-9.8	-0.2	-0.5	1.9
25	COc1cc(C2c3c([nH]c(=O)[nH]c3=O)Nc3ccc4ccccc4c32)cc(OC)c1OC (stereo not drawn)	-1.8	0.0	5.2	-1.3	1.3	-82.5	-18.3	-21.1	-0.5	0.0	-3.0
26	O=C(NC(=S)Nc1cccc(-c2ccc(CO)o2)c1)c1cccs1	-0.7	0.3	0.8	-1.1	-1.5	-11.0	3.2	-14.0	-0.2	4.0	6.4
27	COC(=O)CSC1=C(C#N)C(=O)NC(c2ccccc2)S1 (stereo not drawn)	0.3	-0.7	-0.3	-1.1	-3.1	3.2	2.9	4.2	0.0	-0.7	-0.9
28	COC(=O)c1ccc(NC(=O)c2ccc3c(c2)OCO3)cc1	1.0	-0.4	4.3	-1.2	3.2	-0.5	3.6	-0.2	1.1	1.2	2.7
29	Cc1ccc(C2=NN(C(=S)Nc3ccccc3)C(c3ccco3)C2)cc1 (stereo not drawn)	-2.0	1.6	4.7	-0.5	5.4	-2.4	8.2	2.6	0.9	1.0	8.8
30	O=C(Cc1csc(NC(=O)Nc2cccc(Cl)c2)n1)NCc1cccnc1	-2.2	0.3	4.0	-0.3	4.7	1.3	-7.6	-7.3	0.7	0.5	1.1
31	CC(C)NC(=O)c1ccc(CN2CCc3ccccc3C2)cc1	-1.9	-0.4	0.7	-1.9	-2.7	-9.0	-0.8	-4.9	-0.1	-0.1	0.6
32	Cc1cc(S(=O)(=O)N2CCOCC2)c(C)s1	-0.1	-0.6	0.4	-1.3	-0.9	-8.1	-3.8	-0.8	0.1	0.7	0.0
33	O=C(c1cc(COc2cccc(C(F)(F)F)c2)on1)N1CCC(Oc2cccnc2)CC1	-2.9	-5.0	0.7	-1.7	-2.5	-0.9	-0.9	-21.5	-6.4	-0.4	-4.0
34	COc1cc(/C=C(\C#N)C(=O)NCC2CCCO2)ccc1OCC(=O)O (stereo not drawn)	1.0	1.3	3.0	-0.6	-1.0	-16.3	0.7	9.9	0.1	/	-1.7
35	CC(=O)c1cccc(NC(=O)NCCc2c[nH]c3ccccc23)c1	0.1	-1.8	-0.9	-1.3	-4.8	-0.2	-2.8	-92.0	0.0	-0.6	0.9
36	COc1ccc(C(=O)c2coc3ccc(O)c(CN4CCOCC4)c23)cc1	0.3	-1.8	0.8	-1.5	1.2	-0.6	-3.3	-10.3	-1.3	-1.9	1.5
37	Cc1ccccc1CNS(=O)(=O)c1c(C(=O)N2CCCC2)c(C)n(C)c1C	-1.5	-0.8	0.1	-0.7	0.9	3.3	0.1	1.0	1.1	0.8	0.3
38	Cc1nc(SCC(=O)N2CCOCC2)c2ccsc2n1	-2.1	-0.8	-1.8	-1.6	1.6	3.6	5.7	1.8	0.2	-0.3	1.7
39	COc1ccc(C(=O)CCc2ccccc2)c(O)c1	-1.4	1.6	-0.2	-0.5	-2.1	2.0	2.2	8.2	-0.2	1.6	2.8
40	O=c1c2cnn(-c3ccccc3)c2nc(-c2cccs2)n1-c1ccc(Cl)cc1	0.3	-0.4	1.8	-0.8	1.0	-0.2	22.6*	4.2	0.0	-0.3	0.5
41	CC(C)(C)c1cc(CN(CCO)CCO)c(O)c(C(C)(C)C)c1	-3.2	-1.3	2.9	-1.3	-3.5	-4.0	21.4	9.7	0.8	1.6	-2.1
42	Cc1ccc(NC(=O)C2(c3ccccc3)CC2(Cl)Cl)cc1C (stereo not drawn)	-0.3	2.9	0.7	0.0	1.1	4.7	-1.4	-14.8	0.8	0.0	2.7
43	COC(=O)Cn1c(=NC(=O)c2ccc(Cl)s2)sc2cc(C)ccc21	-0.2	1.0	3.0	0.3	4.0	-16.0	21.9	2.2	1.1	0.6	1.5
